CTSL1 counter: cathepsin L1 inhibition, PFM18AAP counter-screen. recombinant F. hepatica cathepsin L1, Z-Leu-Arg-MCA fluorescence. 0.49% of 300,000 active. inhibition, % at 5.96 µM;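 active = inhibition above the mean of all tested compounds plus 3 SD, set per screening campaign, cut at about 17% in these data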;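 note: 0% = plate median of test compound wells and 100% = 1 µM Z-Phe-Ala-diazomethylketone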
procasp3 activ: activates human procaspase-3; activation, % at 8.5 µM; recombinant procaspase-3 D3A, Ac-DEVD-pNA absorbance 405 nm; 0.11% of 330,000 active; P42574;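 active = activation above the mean of all tested compounds plus 3 SD, cut at about 21% in these data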;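 note: 0% = DMSO alone and 100% = DMSO wells spiked with extra 5 µM PC-3 D3A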
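Test system: Procaspase-3 D3A mutant, all three cleavage aspartates alanine | Dosing: Single dose, 8.5 µM nominal compound, 0.8% DMSO | Schedule: 1 h preincubation, 2 h reaction | Technique: 405 nm absorbance of p-nitroaniline, reads at 0 and 120 min | Repeats: One well per compound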
PP1 inh: counter-screen for PP5 inhibitors: inhibitors of human PP1-alpha. inhibition, % at 6.7 µM. AID 2235. P62136. 0.9% of 320,000 active. purified PP1alpha, OMFP fluorescence;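 active = inhibition above the mean inhibition of all tested compounds plus 3 SD, computed separately for each screening campaign, cut at about 15% in these data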
TPT1 inhibitor: blocks Candida albicans tRNA 2'-phosphotransferase; recombinant caTPT1, FP RNA substrate dephosphorylation; inhibition, % at 5 µM; 0.81% of 300,000 active;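 active = inhibition above the mean of all tested compounds plus 3 SD, set per screening campaign, cut at about 24% in these data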;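 note: plate controls were DMSO alone for no effect and ferristatin control at 100 nM for full effect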
HCV core dimer: blocks dimerization of HCV core protein. 0.33% of 300,000 active. inhibition, % at 5 µM. TR-FRET GST/Flag-core106 dimerization, 1536-well;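 active = inhibition above the mean of all tested compounds plus 3 SD, set per screening campaign, cut at about 45% in these data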
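test system = GST/Flag-tagged HCV core106 proteins | probe or stimulus = Eu donor and XL665 acceptor anti-tag antibodies | times = compound-protein-antibody incubation 4 h at 22.5 °C | signal = TR-FRET, excitation 340 nm, emission 617 and 671 nm | measure = percent inhibition of core106 dimerization signal | controls = wells lacking GST-core106 and wells with excess unlabelled core106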
JMJD2C inh: blocks human GASC-1 demethylase activity | AID 2099 | inhibition, % at 2.35 µM | 0.069% of 330,000 active | GST-JMJD2C(1-420) H3K9me3 demethylation, DELFIA europium;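 active = more than half of a compound's replicate wells show inhibition beyond 50%, single wells judged on their own value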;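 note: signal counts dimethyl H3K9 product captured on neutravidin plate; 0% = median of DMSO wells and 100% = 0.3 times that DMSO median; strong numbers were not always called active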
procasp7 counter: counter-screen: procaspase-7 (human) activation; AID 463210; recombinant procaspase-7, Ac-DEVD-pNA absorbance 405 nm; D23A/D198A/D206A triple mutant, cannot self-cleave; scale: DMSO 0, 5 µM enzyme 100; activation, % at 8.5 µM; P55210; 0.093% of 330,000 active;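 active = percent activation above the screen-wide mean plus 3 SD, cut at about 25% in these data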
Target sequence (P55210 whole entry D23A/D198A/D206A): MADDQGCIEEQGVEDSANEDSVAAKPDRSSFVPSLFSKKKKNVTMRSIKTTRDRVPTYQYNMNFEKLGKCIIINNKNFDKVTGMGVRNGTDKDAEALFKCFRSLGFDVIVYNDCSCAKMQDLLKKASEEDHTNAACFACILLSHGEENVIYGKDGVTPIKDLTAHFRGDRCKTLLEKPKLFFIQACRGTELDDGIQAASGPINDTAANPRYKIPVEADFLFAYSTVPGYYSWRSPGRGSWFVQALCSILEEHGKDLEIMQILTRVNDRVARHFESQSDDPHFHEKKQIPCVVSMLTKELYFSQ
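System: Uncleavable procaspase-7 mutant enzyme; Amount: 2 µM procaspase-7 mutant as dispensed; Schedule: 1 h compound preincubation, 2 h substrate cleavage, 25 °C; Measured by: 405 nm absorbance of p-nitroaniline; Evaluation: percent activation from buffer-corrected 0–120 min absorbance change; Control set: low DMSO alone, high DMSO plus 5 µM PC-7.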
PP5 primary: PP5 (human) phosphatase inhibition. P53041. purified PP5c, OMFP substrate fluorescence. inhibition, % at 6.7 µM. 0.18% of 320,000 active;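 active = inhibition above the campaign's mean inhibition across all tested compounds plus 3 SD, cut at about 9.5% in these data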;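 note: 0% = DMSO only and 100% = 100 µM cantharidin control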
Target sequence (P53041 whole entry, looked up): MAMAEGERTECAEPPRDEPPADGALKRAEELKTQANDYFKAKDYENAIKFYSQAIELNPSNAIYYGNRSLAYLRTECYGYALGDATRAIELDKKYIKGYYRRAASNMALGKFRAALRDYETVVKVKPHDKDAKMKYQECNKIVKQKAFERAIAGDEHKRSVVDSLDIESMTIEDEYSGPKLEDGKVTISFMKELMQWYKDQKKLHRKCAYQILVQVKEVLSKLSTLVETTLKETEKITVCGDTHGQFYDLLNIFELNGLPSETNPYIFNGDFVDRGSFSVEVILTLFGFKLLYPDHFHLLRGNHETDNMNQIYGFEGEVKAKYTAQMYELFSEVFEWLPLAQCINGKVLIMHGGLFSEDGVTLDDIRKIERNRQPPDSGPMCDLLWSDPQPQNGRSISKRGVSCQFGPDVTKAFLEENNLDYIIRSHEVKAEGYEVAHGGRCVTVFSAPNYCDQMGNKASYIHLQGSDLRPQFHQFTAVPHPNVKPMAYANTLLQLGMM
Efflux pump mplx: antifungal efflux pump inhibition, Nile Red retention; inhibition, % at 10 µM; 0.44% of 330,000 active; S. cerevisiae Candida pump triplex;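 active = plate passing quality check with inhibition over a set limit, or well fluorescence over plate mean plus 4 SD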;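 note: Nile Red retained in pooled yeast measured as flow cytometry median fluorescence; 0% = buffer negative control and 100% = Enniatin B positive control; higher means more Nile Red kept so more efflux inhibition; some compounds called inactive have numbers as strong as hits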
Active calls of the source: *; i = inactive; . = not tested or not shown.

Structure	CTSL1 counter	procasp3 activ	PP1 inh	TPT1 inhibitor	HCV core dimer	JMJD2C inh	procasp7 counter	PP5 primary	Efflux pump mplx
COCC(COCCCNC(=O)Nc1ccc(Br)cc1)OC (stereo unspecified)	3	8	-1	2	0	8	4	0.1	0.1
Cc1cc(=O)oc(C)c1C(=O)NCCN1CCOCC1	-1	4	-2	-2	-1	-4	3	0.8	0.0
Cc1onc(-c2ccccc2Cl)c1C(=O)NC1CCCCCC1	8	8	-2	-1	4	-1	-6	1.0	-0.1
CC1CCCCN1S(=O)(=O)c1ccc(NC(=O)CSc2nnnn2C)cc1 (stereo unspecified)	-1	-9	-3	-1	0	5	3	0.2	-0.1
Cc1ccc(-c2cc(C(=O)N3CCCC3)c3ccccc3n2)s1	0	-1	1	0	-7	7	6	4.3	0.1
O=C(CS(=O)CC(=O)N(CC(=O)NC1CCCC1)c1ccccc1F)Nc1ccc(F)cc1 (stereo unspecified)	-2	4	0	-2	3	-10	4	1.0	0.0
COc1cccc(N(CC(=O)O)S(=O)(=O)c2ccccc2)c1	1	8	-4	0	1	6	-6	-0.1	0.0
CCCCNC(=O)CC1S/C(=N/N=C/c2ccc(OC)cc2)NC1=O (stereo unspecified)	3	7	-2	2	0	0	5	-0.4	0.0
Cc1nnc(SCC(=O)NCc2ccccc2)[nH]c1=O	-1	5	-2	0	0	-21	8	-3.2	-0.6
S=c1[nH]nc(C2CCCCC2)n1/N=C/C(Cl)=C\c1ccccc1	-1	0	-2	-2	1	7	11	0.5	0.3
C/C(=C/Cc1c(O)cc2oc(C)cc(=O)c2c1O)COC1OC(CO)C(O)C(O)C1O (stereo unspecified)	0	-9	4	0	-6	.	4	0.6	0.1
Cc1ccnc2nc(C(=O)Nc3nc4ccccc4s3)nn12	0	-2	1	4	-3	-4	-9	-1.1	0.3
O=C1NN=C(CSc2n[nH]c(=S)s2)CS1	-2	-8	-4	-2	-11	0	-22	-0.3	0.1
COc1ccc(-c2nnn(Cc3nn[nH]n3)n2)cc1OC	0	-6	-3	4	-5	-6	-3	3.7	0.3
C=CCN=C(NC#N)SC	3	4	3	-1	-1	8	6	0.1	0.0
O=C(NCCN1CCOCC1)c1cccs1	-2	1	-1	0	-3	-7	6	-1.2	-0.1
CCNC(=S)NNC(=O)C1CCN(Cc2ccccc2)CC1	1	-4	-3	-2	-2	14	-3	1.7	0.0
CCOc1ccc(NC(=O)CN(C)C(=O)C2CC(=O)N(CCc3ccccc3)C2)cc1OCC (stereo unspecified)	3	-4	-12	2	-2	-6	-3	1.6	0.3
O=C(CSc1nc(O)cc(=O)[nH]1)C1CC1	-6	-4	2	-4	4	-9	-8	3.8	0.1
COc1ccccc1NC(=O)[C@H](COCc1ccccc1)NC(=O)OC(C)(C)C	4	0	2	-2	6	2	9	1.0	-0.1
CCN(CC)S(=O)(=O)c1ccc(OC)c(NC(=O)Cn2cnc3c2c(=O)n(C)c(=O)n3C)c1	4	7	-1	-1	-1	-4	4	-1.6	0.0
Cc1cc(Br)ccc1OCC(=O)NNC(=O)C(=O)Nc1ccccc1	-9	4	0	1	-3	0	8	-2.6	-0.1
Cc1cc(C)c(C)c(S(=O)(=O)N[C@@H](C)C(=O)OCC(N)=O)c1C	-5	0	-2	-1	6	12	4	-2.6	0.0
CN(CCc1ccccn1)C(=O)c1cccnc1Oc1ccc(Cl)cc1	-1	4	0	-4	8	-10	1	1.5	-0.1
CCOC(=O)Cc1csc(NC(=O)CSc2nnnn2-c2ccc(CC)cc2)n1	-5	6	-1	-2	4	9	-6	3.4	0.4
CCCn1c(N)c(N(CCOC)C(=O)Cc2ccc(S(=O)(=O)N3CCOCC3)s2)c(=O)[nH]c1=O	3	10	-4	-1	7	-14	3	0.3	0.0
Cc1ccc(CS(=O)(=O)Cc2ccc(C(=O)NC3CC3)o2)cc1	-2	-4	-3	-1	3	i	-1	0.5	0.1
COc1ccccc1NS(=O)(=O)c1ccc(O)c(C(=O)OCC(=O)N2c3ccccc3CC2C)c1 (stereo unspecified)	12	-5	15	-4	14	-1	6	-0.6	0.0
Cc1ccc(-n2c(O)c(C=NC3CCS(=O)(=O)C3)c3ccccc3c2=O)cc1 (stereo unspecified)	1	3	0	-4	2	-5	-1	0.0	-0.1
O=C1c2ccccc2C(=O)N1CCc1nc(-c2ccc(Cl)cc2)no1	0	-2	6	-4	-9	-10	-7	2.4	-0.3
Cc1noc(C)c1S(=O)(=O)Nc1ccc(C(=O)O)cc1	1	6	-6	0	0	-27	13	2.6	0.0
Cc1n[nH]c(C)c1Sc1ccccc1N	1	7	-1	0	-2	-1	5	0.3	-0.1
O=C(c1cc(-c2cccnc2)nc2ccccc12)N1CCN(S(=O)(=O)c2cccs2)CC1	.	3	1	.	.	-1	5	0.7	0.1
O=C(OCc1ccc(Cl)cc1Cl)c1cccnc1Cl	-4	8	4	2	7	15	-8	1.2	0.0
CCCN1CCC(NCC(C)c2ccccc2)CC1 (stereo unspecified)	0	3	-2	-1	-10	-9	-3	1.6	-0.2
CCC1CCCCN1CCCn1c(=S)[nH]c2ccccc2c1=O (stereo unspecified)	4	0	-2	-2	-4	-10	6	-1.9	-0.2
CC1CCC(NC(=O)CNC(=O)c2cccs2)CC1 (stereo unspecified)	2	2	-1	0	0	10	8	1.2	-1.8
CCOC(=O)c1ccccc1C(=O)N1CCOCCOCCOCC1	-1	6	-2	1	7	9	21	-0.3	0.0
COc1ccc(NS(=O)(=O)c2cc(NC(=O)/C=C/c3cc(OC)c(OC)c(OC)c3)ccc2N2CCCCC2)cc1	-1	-4	6	-2	20	14	2	4.1	-0.5
NC(=O)c1ccccc1NC(=O)C1CCCO1 (stereo unspecified)	-4	12	1	-3	-4	10	8	0.8	-0.1
CCOC(=O)N1CCN(C(=O)c2cc(OC)cc(OC)c2)CC1	-3	11	-4	-2	-4	-3	0	-1.7	-0.1
O=C1CC(C(=O)Nc2ccc(F)cc2)n2cnnc2N1 (stereo unspecified)	-4	-6	-4	0	-7	-14	12	0.5	0.5
CN(CCc1ccccn1)S(=O)(=O)c1ccccc1F	-3	2	-3	-2	-1	0	-3	1.2	0.0
CCC(Oc1ccccc1)C(=O)NC1CCSC1=O (stereo unspecified)	-1	-2	1	1	-6	-4	5	0.5	-0.1
CCOc1cc(/C=C\c2nc(O)c([N+](=O)[O-])c(=O)[nH]2)ccc1OC(C)C	-3	9	-1	1	2	5	6	-0.3	0.4
Cc1ccc(C)c(NC(=O)[C@@H]2CCCN2S(=O)(=O)c2ccccc2F)c1	.	-2	-3	.	.	.	7	0.9	-0.1
CCOC(=O)c1c(NC(=O)c2ccc(S(=O)(=O)N(C)CC3CCCO3)cc2)sc2c1CC(C)(C)NC2(C)C (stereo unspecified)	-6	5	-2	-1	9	-10	3	4.5	0.0
CN(C)S(=O)(=O)c1ccc(C(=O)Nc2nc(-c3cc4ccccc4o3)cs2)cc1	2	6	-2	-1	22	6	-6	6.5	-0.1
C=C(C)CNC(=S)Nc1cccc2cnccc12	0	-1	-3	1	-2	2	6	2.2	0.0

Filtered by structure, those above with an NH in an aromatic ring.
Structure	CTSL1 counter	procasp3 activ	PP1 inh	TPT1 inhibitor	HCV core dimer	JMJD2C inh	procasp7 counter	PP5 primary	Efflux pump mplx
Cc1nnc(SCC(=O)NCc2ccccc2)[nH]c1=O	-1	5	-2	0	0	-21	8	-3.2	-0.6
S=c1[nH]nc(C2CCCCC2)n1/N=C/C(Cl)=C\c1ccccc1	-1	0	-2	-2	1	7	11	0.5	0.3
O=C1NN=C(CSc2n[nH]c(=S)s2)CS1	-2	-8	-4	-2	-11	0	-22	-0.3	0.1
COc1ccc(-c2nnn(Cc3nn[nH]n3)n2)cc1OC	0	-6	-3	4	-5	-6	-3	3.7	0.3
O=C(CSc1nc(O)cc(=O)[nH]1)C1CC1	-6	-4	2	-4	4	-9	-8	3.8	0.1
CCCn1c(N)c(N(CCOC)C(=O)Cc2ccc(S(=O)(=O)N3CCOCC3)s2)c(=O)[nH]c1=O	3	10	-4	-1	7	-14	3	0.3	0.0
Cc1n[nH]c(C)c1Sc1ccccc1N	1	7	-1	0	-2	-1	5	0.3	-0.1
CCC1CCCCN1CCCn1c(=S)[nH]c2ccccc2c1=O (stereo unspecified)	4	0	-2	-2	-4	-10	6	-1.9	-0.2
CCOc1cc(/C=C\c2nc(O)c([N+](=O)[O-])c(=O)[nH]2)ccc1OC(C)C	-3	9	-1	1	2	5	6	-0.3	0.4
